High-throughput results from PubChem BioAssay.
TEAD-YAP inh – TEAD-YAP interaction inhibition, primary screen, TEAD-YAP interaction inhibitor project, luminescence, HEK-TIYL cells; AID 1259422, 2018; inhibition, % at 9.12 µM; 640,000 compounds, 1.4% hits; TEAD-Gal4/YAP UAS-luciferase luminescence; in the data active = inhibition above about 32%;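 note: 0% = median of test compound wells and 100% = reference inhibitor wells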
MITF primary – MITF inhibitors, primary screen, biochemical, AlphaScreen, human. Microphthalmia-associated transcription factor (Homo sapiens), O75030. AlphaScreen MITF homodimerization, bead proximity signal. inhibition, % at 2.6 µM. 650,000 compounds, 0.91% hits; in the data active = inhibition above about 50%;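 note: 0% = vehicle wells with protein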
Target sequence (O75030 whole entry, looked up): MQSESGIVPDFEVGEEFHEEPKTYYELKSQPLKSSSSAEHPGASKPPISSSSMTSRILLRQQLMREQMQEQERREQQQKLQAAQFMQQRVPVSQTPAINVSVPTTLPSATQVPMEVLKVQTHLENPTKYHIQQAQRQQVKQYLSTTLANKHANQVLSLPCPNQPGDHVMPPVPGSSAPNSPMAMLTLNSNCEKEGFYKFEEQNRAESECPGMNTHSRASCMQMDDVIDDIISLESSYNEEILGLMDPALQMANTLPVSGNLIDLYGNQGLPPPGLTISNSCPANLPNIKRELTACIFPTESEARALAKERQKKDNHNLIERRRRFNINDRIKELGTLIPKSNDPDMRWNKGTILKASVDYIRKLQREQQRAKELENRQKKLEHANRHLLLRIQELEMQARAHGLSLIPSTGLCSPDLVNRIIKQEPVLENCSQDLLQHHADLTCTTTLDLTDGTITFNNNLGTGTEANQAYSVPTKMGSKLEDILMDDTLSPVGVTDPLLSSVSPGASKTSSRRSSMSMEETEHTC
FBW7 activator – FBW7 E3 ligase activators, primary screen, biochemical, AlphaScreen, human | F-box/WD repeat-containing protein 7 (Homo sapiens), Q969H0 | AlphaScreen FBW7–phospho-cyclin E peptide binding, activator screen | normalized activity (activation), % at 26.1 µM | 650,000 compounds, 0.13% hits | AID 1259310, 2017; in the data active = normalized activity above about 1.9%;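 note: purified mutant Fbw7 with reduced substrate affinity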
GPR151 activ – activators of human GPR151, primary screen, cell-based, PathHunter beta-arrestin, luminescence; G-protein coupled receptor 151 (Homo sapiens), Q8TDV0; PathHunter beta-arrestin GPR151 cells; activation, % at 11.2 µM; 650,000 compounds, 1% hits; in the data active = activation above about 4.9%;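 note: 0% = median of compound wells and 100% = cells with positive control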
Target sequence (Q8TDV0 whole entry, looked up): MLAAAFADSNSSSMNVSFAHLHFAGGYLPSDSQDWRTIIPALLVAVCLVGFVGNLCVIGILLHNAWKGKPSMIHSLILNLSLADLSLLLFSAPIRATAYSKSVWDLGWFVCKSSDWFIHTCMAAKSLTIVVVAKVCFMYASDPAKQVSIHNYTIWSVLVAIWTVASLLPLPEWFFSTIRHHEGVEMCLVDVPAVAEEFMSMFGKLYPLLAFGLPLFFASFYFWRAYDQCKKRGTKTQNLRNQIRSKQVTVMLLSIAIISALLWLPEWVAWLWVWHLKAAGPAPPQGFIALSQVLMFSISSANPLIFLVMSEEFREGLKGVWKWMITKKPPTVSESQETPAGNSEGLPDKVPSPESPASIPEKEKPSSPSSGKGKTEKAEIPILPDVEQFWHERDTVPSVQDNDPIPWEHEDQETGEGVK
* hit, by the source's call.

SMILES	TEAD-YAP inh	MITF primary	FBW7 activator	GPR151 activ
COc1ccccc1C(=O)Nc1nc(C)cs1	80*	7	0.1	-11
N#C/C(=C\c1c(Oc2ccccc2F)nc2ccccn2c1=O)C(N)=O	1	26	0.5	-8.4
CCOC(=O)c1c(NC(=O)COc2ccc(OC)cc2)sc(C(C)=O)c1C	-9	-6	0.1	-0.9
COC(=O)c1sc2ccccc2c1NC(=O)c1ccc(Cl)s1	-2	0	-0.1	-2.4
CCCCNC(=O)Cn1c(=O)n(-c2ccc(OC)cc2OC)c(=O)c2c(C)c(C)sc21	9	14	0.5	0.2
COc1ccccc1CNC(=O)c1cc(-c2ccc(F)cc2)[nH]c1C	4	2	0.1	0.1
Cc1c(C(=O)Nc2ccc(F)cc2)sc2ncn(C)c(=O)c12	-39	6	0.3	-0.6
O=C1OC(c2ccccc2)=N/C1=C\c1cn(-c2ccccc2)nc1-c1cccs1	3	-9	-0.1	0.1
CN(c1ccccc1)c1nc(Nc2ccccc2)nc(N2CCOCC2)n1	-8	-3	0.1	-0.5
NC(=O)Nc1ccc(C(=O)OCC(=O)Nc2ccccc2Oc2ccccc2)cc1	-9	-4	-0.2	-0.2
COc1ccccc1COc1ccc(C(F)(F)F)cc1[N+](=O)[O-]	0	4	0.0	0.8
CN(C)c1cc(N/N=C/c2cc(Cl)ccc2O)nc(N(C)C)n1	-2	-6	0.1	3.7
Clc1ccc(C2CC(c3ccc(Br)cc3)n3nnnc3N2)cc1 (stereo not drawn)	-4	25	0.1	0.2
COc1ccc(NC(=O)Nc2ccc(OC)c(OC)c2)c(C)c1	8	3	-0.1	-1.0
NNC(=O)c1nc(-c2ccccc2)cc(-c2ccccc2)n1	5	4	-0.1	0.3
O=C1OC(c2ccc(Cl)cc2)=N/C1=C\c1cccc(Cl)c1Cl	7	-19	0.1	0.8
COc1ccccc1C(=O)N1CCN2C(=O)[C@@H](Cc3ccc(O)cc3)NC(=O)[C@H]2C1	1	1	-0.1	1.6
CSc1nnc2c(n1)OC(c1cccc([N+](=O)[O-])c1)N(C(C)=O)c1ccccc1-2 (stereo not drawn)	0	15	0.0	-0.3
O=C1NC(=O)c2c(N=Cc3c(O)[nH]c(=O)[nH]c3=O)cccc21	9	3	0.0	0.6
C=CCn1c(-c2ccc([N+](=O)[O-])cc2)csc1=Nc1cccc(Br)c1	4	18	-0.1	-0.4
CCOC(=O)c1cc(C)n(CC2CCC(C(=O)Nc3cccc(C)n3)CC2)c1C (stereo not drawn)	7	2	0.3	-0.4
CCC(Sc1nc2ccccc2c(=O)n1NC(=O)c1cccs1)C(=O)NCc1cccnc1 (stereo not drawn)	-14	0	-0.1	-0.4
COc1cc(/C=C2/C(=O)NC(=O)N(c3ccc(C(C)C)cc3)C2=O)cc(OC)c1O	-7	11	-0.1	-0.4
CCN(CC)c1ncnc2c1sc1nc(N3CCCC3)c3c(c12)CC(C)(C)OC3	6	8	0.2	0.0
CC(C)(Cc1ccc(O)cc1)NC(=O)CC(=O)N/N=C/c1ccc([N+](=O)[O-])cc1	14	-2	0.2	4.1
NS(=O)(=O)c1ccc(NCc2ccc(F)cc2)cc1	-1	11	0.3	-1.1
FC(F)(F)C1(C(F)(F)F)N=C(c2cccnc2)N(c2ccccc2)N1	-6	-5	0.0	-0.2
COc1cc([N+](=O)[O-])ccc1NC(=O)Cn1c2ccccc2c(=O)c2ccccc21	2	-4	0.1	-0.8
CCCCNS(=O)(=O)c1ccc(OC)cc1	1	16	0.0	-0.3
COC(=O)c1c(C)oc2ccc(N(C(=O)c3ccncc3)S(=O)(=O)c3ccc(Br)cc3)cc12	13	10	0.0	0.0
Cc1csc(SCC(=O)N2CCC(CCC(=O)Nc3ccccc3)CC2)n1	4	16	-0.1	-0.4
Cc1ccc2nc(NC(=O)COC(=O)c3ccc(Br)o3)sc2c1	-14	7	-0.2	-1.7
COc1ccc2c(c1)cc(C)c1nn(CC(=O)NCc3ccco3)c(=O)n12	7	-5	0.0	0.0
COc1ccc(/C=C(\C#N)c2nc(-c3cc4c(ccc5ccccc54)oc3=O)cs2)cc1OC	-2	-13	0.0	1.1
C=CCNc1nc(C(=O)OCc2csc(-c3ccccc3)n2)cs1	-29	-1	0.0	-1.2
COc1ccccc1NC(=O)C1=C(C)NC(SCC(N)=O)=C(C#N)C1c1ccco1 (stereo not drawn)	-5	5	0.7	-1.7
Cc1ccc2nc(/C(C#N)=C/c3ccc(O)cc3)[nH]c2c1	-18	-8	0.6	-0.5
CNc1cc(N2CCOCC2)ccc1[N+](=O)[O-]	5	19	-0.1	1.1
Cc1ccc(Sc2nc3ccc(C)cn3c(=O)c2C=O)cc1	3	6	0.0	1.0
CCCOC(=O)C1=C(C)NC2=C(C(=O)CC(c3ccc(Cl)cc3)C2)C1c1ccccc1F (stereo not drawn)	6	-2	0.5	0.3
O=C(Nc1ccc2c(c1)OCO2)c1cccc([N+](=O)[O-])c1	1	16	0.0	-1.6
O=C(CN1CCC(c2nc3ccccc3[nH]2)CC1)Nc1ccccc1	3	10	0.1	0.8
COc1cc(Nc2nc(-c3csc4ccccc34)nc3c2ncn3C(C)C)cc(OC)c1OC	-4	2	0.0	4.2
CN(C)CCN(Cc1cccs1)C(=S)Nc1ccc(Cl)cc1	-9	5	0.5	0.0
CCCn1c(NCc2nc3ccccc3n2C)nc2ccccc21	-7	15	0.2	1.2
C=CCn1c(SCc2ccccc2)nc2sc3c(c2c1=O)CCCCC3	6	10	0.0	-0.9
COc1ccc(NC(=O)CN(C)CC(=O)Nc2cccc(C(C)=O)c2)cc1	1	58*	-0.1	1.0
COC(=O)C1=C(C)N(C)C(C)=C(C(=O)OC)C1c1cccc(F)c1	3	1	0.5	-0.7
CC(=O)Oc1cc(C)c2sc3ccccc3c(=O)c2c1	-5	-12	0.1	1.9
Cc1ccn2c(C(=O)NC3CC3)c(C)nc2c1	-3	2	-0.1	-0.2

Structures above with a CF3 group, in the order listed:
SMILES	TEAD-YAP inh	MITF primary	FBW7 activator	GPR151 activ
COc1ccccc1COc1ccc(C(F)(F)F)cc1[N+](=O)[O-]	0	4	0.0	0.8
FC(F)(F)C1(C(F)(F)F)N=C(c2cccnc2)N(c2ccccc2)N1	-6	-5	0.0	-0.2

An excerpt from above, limited to GPR151 activ and TEAD-YAP inh.
Molecule | GPR151 activ | TEAD-YAP inh
O=C(Nc1ccc2c(c1)OCO2)c1cccc([N+](=O)[O-])c1 | -1.6 | 1
COC(=O)C1=C(C)N(C)C(C)=C(C(=O)OC)C1c1cccc(F)c1 | -0.7 | 3
CN(C)CCN(Cc1cccs1)C(=S)Nc1ccc(Cl)cc1 | 0.0 | -9
C=CCn1c(SCc2ccccc2)nc2sc3c(c2c1=O)CCCCC3 | -0.9 | 6

(cont.)
SMILES	TEAD-YAP inh	MITF primary	FBW7 activator	GPR151 activ
CCC(C)(C)C(=O)NCc1ccccc1	-2	-13	0.1	-1.1
O=C(NCCc1ccc(F)cc1)C(=O)NCC(c1ccc2c(c1)OCO2)N1CCOCC1 (stereo not drawn)	6	7	-0.1	1.6
CCOc1ccc(-n2c(SCC(=O)Nc3ccc(C)c(C)c3)nc3n[nH]c(C)c3c2=N)cc1	15	11	0.1	-0.7
O=C(Nc1cc(C(F)(F)F)cc(C(F)(F)F)c1)c1cc2ccccc2o1	4	-1	-0.1	1.3
COc1ccccc1N1CCN(CCN(C(=O)C2CCCCC2)c2ccccn2)CC1	-5	15	-0.1	-0.8
C=CCOc1ccccc1/C=C/C(=O)O	2	-27	-0.1	2.8
Cc1noc(C)c1CCC(=O)N1CCC2(CC1)NC(=O)c1cccnc1N2C	2	13	0.3	-1.0
O=C1CC(C(=O)Nc2ccc(F)cc2)SC(=Nc2ccccc2)N1 (stereo not drawn)	4	-3	0.1	0.6
Cc1ccccc1-c1nc2cc(NC(=O)c3sc4ccccc4c3Cl)ccc2o1	12	2	0.0	0.4
COc1ccc(-n2nnnc2SCC(=O)c2ccc(OC)cc2OC)cc1	4	7	0.1	1.7
COc1ccc(-c2ccc(C(=O)NCCCN3CCCC3=O)s2)cc1	-36	-4	0.6	-2.0
COc1ccc(Nc2c([N+](=O)[O-])cc([N+](=O)[O-])c3cccnc23)cc1	10	20	0.0	0.6
COc1ccc(CNc2nc3cc(OC)c(OC)cc3c3nc(-c4cccnc4)nn23)cc1	-1	12	0.3	0.5
CCOc1ccc(OCC(=O)Nc2nc3ccc([N+](=O)[O-])cc3s2)cc1	12	12	0.1	0.8
COCCN1C(=O)C2C(C(=O)Nc3ccc(Cl)cc3)C3C=CC2(O3)C1C(=O)NC1CCCC(C)C1C (stereo not drawn)	8	4	-0.1	-0.9
CC(C)[C@@H](O)C(=O)N[C@H]1CC[C@H](C(=O)Nc2ccc3[nH]ncc3c2)C1	9	7	0.1	-1.6
CC(C)N(Cc1nc(-c2ccccc2)no1)C(=O)CN1C(=O)c2ccccc2C1=O	-3	1	0.1	0.0
CC(C)(C)C(=O)Nc1ccc(S(=O)(=O)NC2CCCCC2)cc1	-2	9	0.2	-1.5
CCc1nnc(NC(=O)c2sc3nc(-c4cccs4)cc(C(F)(F)F)c3c2N)s1	5	5	0.0	0.0
Cc1cccc(NC(=O)CSc2nncc(=O)n2N)c1	-3	-4	-0.4	1.3

Whole records, quoted from the list. Order of values: TEAD-YAP inh | MITF primary | FBW7 activator | GPR151 activ
CC(C)N(Cc1nc(-c2ccccc2)no1)C(=O)CN1C(=O)c2ccccc2C1=O reads -3 | 1 | 0.1 | 0.0
CC(C)[C@@H](O)C(=O)N[C@H]1CC[C@H](C(=O)Nc2ccc3[nH]ncc3c2)C1 reads 9 | 7 | 0.1 | -1.6
Cc1cccc(NC(=O)CSc2nncc(=O)n2N)c1 reads -3 | -4 | -0.4 | 1.3
COc1ccc(Nc2c([N+](=O)[O-])cc([N+](=O)[O-])c3cccnc23)cc1 reads 10 | 20 | 0.0 | 0.6
COCCN1C(=O)C2C(C(=O)Nc3ccc(Cl)cc3)C3C=CC2(O3)C1C(=O)NC1CCCC(C)C1C (stereo not drawn) reads 8 | 4 | -0.1 | -0.9

Other records follow.
SMILES	TEAD-YAP inh	MITF primary	FBW7 activator	GPR151 activ
CN(C)CCn1nc(-c2cccs2)n(-c2cccnc2)c1=O	-1	9	0.3	-0.4
CCOC(=O)C1CCN(c2ccc(S(C)(=O)=O)cc2N)CC1	-5	-1	0.0	2.6
N#Cc1c(N)n(Cc2ccco2)c2nc3ccccc3nc12	11	18	1.5	0.4
CC(=O)Nc1ccc(N2C(=O)c3ccc(N)cc3C2=O)cc1	9	-16	0.0	0.4
CC1CCCCN1C(=O)c1cn(-c2ccc(Cl)cc2)c(=O)c2ccccc12 (stereo not drawn)	0	-4	0.0	-0.4
COc1cc(NS(=O)(=O)c2ccc(F)cc2)c(OC)cc1NC(C)=O	8	15	0.1	-0.1
C=C(C)Cn1c(=O)c2c(nc3n2CC(C)CN3c2ccccc2OC)n(C)c1=O (stereo not drawn)	-1	-4	-0.1	2.7
Cc1ccc(CN(C(=S)NCC(=O)NC2CCCCC2C)C2CCCCC2)cc1 (stereo not drawn)	-10	12	0.3	-1.1
N#CC1=C(N)Oc2c(ccc3cccnc23)C1c1cccnc1 (stereo not drawn)	21	42	-0.8	-0.7
CC(=O)Nc1ccc(SC2CCOC2=O)cc1 (stereo not drawn)	-3	-1	-0.1	-0.5
O=C1N/C(=C\c2cc3c(cc2Br)OCO3)C(=O)N1c1cccc(Cl)c1	5	16	0.2	-0.2
O=S(=O)(Nc1ccc(Cl)c(N2CCCS2(=O)=O)c1)c1ccc2c(c1)CCCC2	4	1	0.0	-0.1
CC1CCC(N2CCN(CC3CC=CCC3)CC2)CC1 (stereo not drawn)	2	62*	0.2	-0.8
Cc1ccc(N(CC(=O)NC2CCCCC2)C(=O)CCC(=O)Nc2nc(C)cs2)cc1	-4	21	1.4	-1.1
CCOC(=O)c1ccc(N2C(=O)C3C(c4ccc(F)cc4)OC4(C(=O)c5ccccc5C4=O)C3C2=O)cc1 (stereo not drawn)	3	-3	0.2	1.0
CCOc1ccc(C(=O)NCc2ccc(F)cc2)cc1OCC	-9	5	-0.1	0.5
C/C(Cc1ccccc1)=N\NC(=O)c1cccc([N+](=O)[O-])c1	-6	-10	0.0	-2.0
COc1cc(C(=O)Nc2cc(C)cc(C)c2)c([N+](=O)[O-])cc1OC	-4	12	0.0	-0.2
Cc1cc(-c2ccc(NC(=O)c3ccc(Cl)cc3)c(C)c2)ccc1NC(=O)c1ccc(Cl)cc1	10	6	0.0	0.9
CCN(C(=O)Cc1nc(-c2ccc(OC)cc2)no1)c1cccc(C)c1	-11	0	0.3	4.8
CSc1ccccc1NC(=O)Cn1c2ccccc2c(=O)c2cc(C)ccc21	-4	-1	0.0	-0.5
COc1cccc(-c2ocnc2C(=O)N2CCCC(C(N)=O)C2)c1 (stereo not drawn)	6	-7	0.2	-0.6
CN(C)CCn1cnc2[nH]c(=O)[nH]c(=O)c21	-3	-2	0.9	1.2
CC(C)(C)NC(=O)COc1ccc(CNCc2ccccc2)cc1	3	11	0.2	-0.6
COc1cccc(OCCOc2ccc([N+](=O)[O-])cc2/C=c2\sc3nc4ccccc4n3c2=O)c1	-10	8	-0.1	1.1
COC(=O)c1ccccc1NC(=O)c1cc(=O)n(C)c(=O)[nH]1	8	1	0.0	-0.6
Cc1cccc(C)c1NC(=O)C(c1ccccc1)N1CCN(C(=O)c2ccco2)CC1 (stereo not drawn)	2	9	0.9	-0.2
COc1ccc(C2CC(=O)C3=C(C2)Nc2ccccc2NC3c2cccc(Oc3ccccc3)c2)cc1 (stereo not drawn)	0	10	0.0	-0.4
